Screens deposited in PubChem by National Center for Advancing Translational Sciences (NCATS).
GALK inhibitor: blocks human galactokinase activity | P51570 | 0.007% of 270,000 active | Purified GALK, Kinase-Glo residual ATP luminescence | Potency, µM (series often up to 57.5 µM), without a hit: at the top dose activity change, negative = inhibition, hits mostly inhibitors | AID 1868; further: potency means the concentration at half of the fitted maximal effect; on the % scale 0 is the no-effect control and ±100 the full control effect
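Human GALK (5 nM) with 35 uM ATP and 100 uM galactose in 20 mM HEPES pH 8.0, 5 mM MgCl2, 60 mM NaCl, 1 mM DTT, 0.01% BSA. After 1 h at room temperature, leftover ATP was read by Kinase-Glo Plus luminescence.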
TRPV1 agonist: activates the human vanilloid receptor TRPV1; Q8NER1; TRPV1-expressing cells, Fluo-8 calcium influx, agonist mode; activation, % at 8.33 µM; 0.19% of 320,000 active; AID 540275; in the data active means activation above about 80%; inconclusive means between about 30% and that limit; further: 0% is about no effect
Target sequence (Q8NER1 whole entry, looked up): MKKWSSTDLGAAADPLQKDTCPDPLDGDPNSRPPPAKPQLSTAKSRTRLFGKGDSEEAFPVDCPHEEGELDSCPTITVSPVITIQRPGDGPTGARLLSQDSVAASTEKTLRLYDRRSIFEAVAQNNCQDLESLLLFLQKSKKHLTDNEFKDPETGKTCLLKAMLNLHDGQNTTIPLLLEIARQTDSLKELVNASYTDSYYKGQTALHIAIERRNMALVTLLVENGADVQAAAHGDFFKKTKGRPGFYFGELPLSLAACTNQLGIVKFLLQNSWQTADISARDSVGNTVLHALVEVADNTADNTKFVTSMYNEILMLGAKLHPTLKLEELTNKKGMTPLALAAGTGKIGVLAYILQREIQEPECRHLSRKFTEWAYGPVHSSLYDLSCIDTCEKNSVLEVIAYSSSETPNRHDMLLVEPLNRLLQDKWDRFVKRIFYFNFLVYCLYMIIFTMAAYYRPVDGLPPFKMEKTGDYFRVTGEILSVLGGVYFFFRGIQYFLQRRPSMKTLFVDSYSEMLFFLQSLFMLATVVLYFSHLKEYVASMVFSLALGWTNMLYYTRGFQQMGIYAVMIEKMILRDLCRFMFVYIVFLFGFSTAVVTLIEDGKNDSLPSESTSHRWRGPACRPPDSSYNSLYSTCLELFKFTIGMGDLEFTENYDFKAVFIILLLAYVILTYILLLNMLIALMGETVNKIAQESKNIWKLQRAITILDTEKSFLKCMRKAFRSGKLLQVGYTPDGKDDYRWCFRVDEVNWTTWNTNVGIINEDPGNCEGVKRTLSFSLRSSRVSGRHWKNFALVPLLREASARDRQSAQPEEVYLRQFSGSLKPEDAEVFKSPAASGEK
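TRPV1-expressing cells were cultured overnight at 35.5C and loaded with Fluo-8 calcium dye for 40 to 90 min at room temperature. After a 10 s baseline, compound was added and calcium influx was read kinetically for 3 min (ex 480/em 520 nm).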
Coupling enz: coupling enzyme interference in Giardia aldolase counter-screen; coupling enzyme system counterscreen, AmpLite Red fluorescence; activity change, negative = inhibition, % at 58.2 µM, hits read low; 0.67% of 290,000 active; in the data active means activity change below about -30%; further: on the % scale 0 is the no-effect control and ±100 the full control effect
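Counterscreen of the coupled detection system alone, without aldolase: glyceraldehyde-3-phosphate coupling enzymes plus AmpLite Red readout. Compounds at 57.5 uM final, 10 min RT preincubation, 20 min RT reaction, fluorescence 525/598 nm.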
KCNH2 3.1 block: inhibitors of human KCNH2 3.1 potassium channel isoform. U2OS KCNH2 3.1, thallium flux FluxOr; hits give low values. activity change, % (tested at about 1.8 µM). 0.95% of 340,000 active. AID 720553;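 active means maximum activity change below -70%; inconclusive means maximum activity change from -70% to -50%; inactive means maximum activity change above -50%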;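 further: thallium influx rate constant from kinetic fluorescence after stimulation buffer; on the % scale 0 is the no-effect control and ±100 the full control effect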
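Virally transduced U2OS (3.1 isoform, 4 h infection in dark at RT) → overnight 37 C → FluxOr + Red40 in HBSS/HEPES, 45 min → stimulation buffer, 2 min kinetic read → rate constant vs DMSO controls.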
hERG WT inh: inhibitors of human wildtype KCNH2 potassium channel | Q12809 | U2OS, BacMam KCNH2, thallium flux FluxOr; hits give low values | activity change, % at 1.84 µM | 0.37% of 340,000 active | AID 720551;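 active means maximum activity change below -70%; inconclusive means maximum activity change between -70% and -50%; inactive means maximum activity change above -50%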; further: on the % scale 0 is the no-effect control and ±100 the full control effect
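U2OS cells were transduced with wild-type KCNH2 virus (2.03 x 10^8 / mL) for 4 h at room temperature, then cultured overnight at 37 C. Thallium flux was read with FluxOr dye. Rate constants were normalized to DMSO controls.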
a7 integrin act: activates integrin-mediated alleviation for muscular dystrophy | alpha7betagal myoblasts, beta-gal FDG fluorescence, 48 h | Potency, µM (titrated, usually from 38.3 µM), without a hit: at the top dose activation, actives largely listed as activators | 0.064% of 350,000 active;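 further: potency means the concentration at half of the fitted maximal effect; 100% = response of the positive control SU9516; nearly all actives have a fitted effect of over 60% in size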
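alpha7betagal+/- myoblasts (passage 13, 250/well) treated 48 h at 37C with compounds at 1:260 dilution of DMSO stock. Lysed, then beta-galactosidase activity read as FDG fluorescence (ex 480/em 540) after 30 min, with pre-read for autofluorescence.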
ASM inhibitor: blocks human secretory acid sphingomyelinase | placental ASM, HMU-PC fluorogenic substrate, 60 min | Potency, µM (series often up to 57.5 µM), inactives show top-dose activity change, negative = inhibition, usual class: inhibitors | 0.006% of 340,000 active | AID 504937; further: potency means the concentration at half of the fitted maximal effect
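qHTS format. ASM enzyme prepared from human placenta hydrolyses the fluorogenic substrate HMU-PC0 (9 uM final) over 60 min at 37 °C after a 10 min compound preincubation.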
CXXC DNA block: blocks binding of human MLL CXXC domain to DNA; MLL-CXXC / FITC-HOXA9 DNA fluorescence polarization; 0.037% of 290,000 active; AID 2662; Potency, µM (series often up to 115 µM), for the others: at the top dose activity change, negative = inhibition, most hits filed as inhibitors; active means well fitted inhibition curve with a large enough effect in the polarisation, with a control signal flat, not every such curve was filed as active; inconclusive means small, poorly fitted or top-dose-only effect, or effect the other way, or a change in a side signal; inactive means no such curve, though single readings can be large or run the other way; the % refers to the polarisation; further: potency means the concentration at half of the fitted maximal effect
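Fluorescence polarization: 7 uM MLL-CXXC (stock) preincubated 5 min with compounds, then 50 nM fluorescein-HOX-A9 DNA (stock) added; 30 min ambient. Buffer 50 mM Tris-HCl pH 7.5, 50 mM NaCl, 1 mM DTT, 0.05% BSA.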
MBNL1 CUG block: MBNL1-poly(CUG) RNA binding inhibition. 0.036% of 280,000 active. AID 2675. Q9NR56. TR-FRET MBNL1-His/biotin-(CUG)12 binding, 665/545 ratio. Potency, µM (series often up to 57.5 µM), inactives show top-dose activity change, negative = inhibition, actives largely listed as inhibitors; active means well fitted inhibition curve with a large enough effect in the signal ratio, with a control signal flat, not every such curve was filed as active; inconclusive means small, poorly fitted or top-dose-only effect, or effect the other way, or a change in a side signal; inactive means no such curve, though single readings can be large or run the other way; the % refers to the signal ratio; further: potency means the concentration at half of the fitted maximal effect; on the % scale 0 is the no-effect control and ±100 the full control effect
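Ratiometric TR-FRET (665 over 545 nm, excitation 340 nm) tracks disruption of MBNL1-His/biotin-(CUG)12 complex after 60 min at room temperature, with compounds at 92 nM to 58 uM final.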
AT treatment: candidate therapy for ataxia-telangiectasia. […] A-T fibroblasts, KAP-1 phosphorylation AlphaLISA; neocarzinostatin DNA damage 30 min before lysis. Potency, µM (series often up to 57.5 µM), without a hit: top-dose activation, actives largely listed as activators. 0.19% of 320,000 active. AID 485349; further: potency means the concentration at half of the fitted maximal effect; % of control where 0% means no effect; nearly all actives have a fitted effect of over 45% in size
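ATM-like activity read as KAP-1 phosphorylation via AlphaLISA donor/acceptor antibody pairs after lysis and 6 hr at 25C. Cells were ATM-null patient fibroblasts ([…], hTERT), dosed 60 min, then exposed to the DSB inducer NCS for 30 min.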
Numbers without * were called inactive; ? = inconclusive; / = not tested or not shown; [ ] = another dose, or the depositor's remark. Unless noted, the call rests on the fitted dose curve; in most records, active means well fitted curve in the direction sought with a large enough effect; inconclusive means small, poorly fitted or top-dose-only effect, or another doubt; inactive means no such curve, though single readings can be large; an effect the other way counts as inactive or inconclusive. The order is random. About 2% of those tested had a hit in this group.

SMILES	GALK inhibitor	TRPV1 agonist	Coupling enz	KCNH2 3.1 block	hERG WT inh	a7 integrin act	ASM inhibitor	CXXC DNA block	MBNL1 CUG block	AT treatment
O=C(O)CN1C(=O)c2cccc3c(Br)ccc1c23	-0.4%	0.1	10.1	7.0	-18.3	-19.7%	8.1%	-0.1%	22.4%	1.1%
Cc1ccc(S(=O)(=O)N(C)C)cc1NC(=O)C(C)N(C)Cc1sccc1C (stereo not drawn)	-1.6%	-5.3	0.2	12.2	3.0	-27.6%	4.7%	38.3%[activator]	3.6%	5.5%
O=C(Oc1cccc([N+](=O)[O-])c1)c1ccc2c(=O)n3c(nc2c1)CCC3	/	-3.7	/	2.8	4.4	4.7%	-0.8%	/	/	-4.7%
O=C(c1ccc(Br)cc1)C(CN1CCOCC1)c1ccccc1 (stereo not drawn)	0.4%	20.1	0.9	-11.3	-9.3	-22.5%	5.6%	-1.3%	-8.8%	-6.5%
Cc1nc2c(C(=O)NCc3cccs3)cnn2c(C)c1Cc1ccc(F)cc1	1.5%	1.7	0.4	/	/	/	/	6.8%	/	0.1%
COc1ccc(CNc2oc(-c3ccccc3)nc2C#N)cc1	0.1%	4.0	3.0	3.3	-7.7	9.6%	-14.2%	0.8%	-2.0%	-0.1%
Cc1ccc(S(=O)(=O)N2CCC(Oc3ccc(-n4cnnn4)cc3)CC2)cc1	-0.5%	-3.1	2.6	-33.4	55.0	?	-3.6%	22.8%	-3.1%	-8.3%
COc1cccc(CNS(=O)(=O)c2ccc3c(c2)CC(C)N3C(=O)C2CCC2)c1 (stereo not drawn)	-4.6%	9.7	7.0	-0.1	4.4	-31.6%	-2.9%	5.9%	-7.3%	-5.7%
COc1ccc(C(=O)C(Sc2nnc(C)c(=O)[nH]2)c2ccc(OC)cc2)cc1 (stereo not drawn)	0.7%	-1.9	12.3	-1.0	2.3	35.4%	-0.9%	-0.1%	-7.2%	-1.1%
O=C(CSc1nnc(Nc2ccccc2)s1)NCc1cccs1	3.3%	24.4	3.1	2.0	1.1	-17.3%	3.0%	-2.3%	?	-0.6%
Cc1ccccc1Nc1sc(C(=O)Nc2cccc(Cl)c2)c(N)c1C(N)=O	-0.7%	7.0	-3.5	31.5	1.0	-5.3%	-10.9%	7.6%	20.0%	-5.4%
COc1ccc(OC)c(-n2nnnc2SCC(=O)NCc2ccc3c(c2)OCO3)c1	3.6%	8.5	-1.6	28.6	49.9	-8.7%	0.8%	4.4%	-9.7%	21.0%
Cc1cc(Cl)c2oc(C(=O)N(C)C3CCOC3)c(C)c2c1 (stereo not drawn)	-2.1%	11.5	-5.6	2.2	-2.1	-17.8%	-1.3%	-2.9%	-1.2%	-0.1%
COc1ccccc1-c1c(C)nn2c(N3CCC4(CC3)OCCO4)cc(C)nc12	2.1%	19.6	-4.0	2.2	-13.5	-12.4%	4.3%	-3.6%	-7.0%	0.0%
C=CCn1c(SCC(=O)Nc2ccc(-c3nc4ccc(C)cc4s3)cc2)nnc1-c1ccncc1	-0.2%	0.7	0.0	7.9	-7.8	?	22.4%	4.3%	-5.1%	0.1%
Cc1ccc(S(=O)(=O)NCCc2ccc(S(N)(=O)=O)cc2)cc1	0.1%	2.2	-0.3	19.9	-0.7	-13.4%	5.3%	0.0%	-4.0%	5.3%
C=CCOc1c(Br)cc(/C=N/O)cc1OCC	-2.4%	-5.5	-5.6	-11.3	-1.2	15.0%	-1.3%	1.3%	/	-1.4%
Cn1c(N)c(S(=O)(=O)N2CCN(c3ccccc3F)CC2)c(=O)n(C)c1=O	6.7%	2.1	-1.9	0.7	-9.8	9.3%	-1.6%	?	-3.9%	0.7%
CC(=O)/C(N=Nc1ccc(SC(F)F)cc1)=C(\C)O	1.0%	?	-3.3	-12.4	22.6	?	-1.9%	1.7%	?	-2.5%
Cc1ccc(C(=O)N/N=C\c2cc3c(cc2Br)OCO3)s1	1.8%	9.8	1.5	-8.1	6.4	24.1%	126.3%[activator]	20.3%	6.7%	-1.0%
O=C(CCCC(=O)N(CC(=O)NC1CCCCC1)c1ccccc1F)Nc1ccccn1	-1.7%	-1.8	0.9	2.1	4.4	-5.3%	0.7%	-5.4%	-4.0%	-0.7%
O=C(CN(Cc1ccc(Cl)cc1)C(=O)CNS(=O)(=O)c1ccc(F)cc1)NCC1CCCO1 (stereo not drawn)	0.9%	-0.3	0.1	13.9	1.2	26.0%	0.4%	-2.2%	-0.2%	-7.2%
CCOC(=O)c1cc(CC)sc1NC(=O)COC(=O)c1cc[n+]([O-])cc1	0.9%	-0.5	-0.3	2.9	-0.8	-23.9%	1.0%	-5.7%	0.7%	-1.4%
O=C(OCc1ccccc1)C1=NNC2C(=O)N(Cc3ccccc3)C(=O)C12 (stereo not drawn)	3.9%	11.3	-1.0	-1.9	-19.3	-20.3%	-1.5%	-0.5%	3.6%	0.1%
C=CCOc1c(CNn2cn[nH]c2=S)cccc1OC	-2.3%	-1.1	0.3	0.8	4.7	1.1%	6.2%	1.1%	-6.4%	1.3%
CC(Oc1ccc(F)cc1)C(=O)Nc1ccccc1C(=O)N1CCCCC1 (stereo not drawn)	/	20.5	/	-9.2	-4.7	0.4%	3.6%	/	/	-5.6%
COc1ccc(CN2CCN(c3ccccc3OC)CC2)cc1OC	2.7%	3.4	0.8	-26.6	30.3	14.8%	-2.5%	-0.8%	?	-0.8%
COCCNC(=O)C1CCCN(c2ncccn2)C1 (stereo not drawn)	-0.9%	0.5	-0.8	0.4	-6.2	17.7%	5.0%	-1.0%	1.9%	1.1%
Cc1cc(OC(=O)c2ccco2)c(Sc2ccccc2[N+](=O)[O-])c(=O)o1	-6.2%	1.5	6.3	1.9	-2.3	-4.4%	1.6%	6.3%	?	11.6%
Cc1cc(=O)oc2cc(OCC(=O)OCC(=O)Nc3ccccc3F)ccc12	-0.6%	0.3	-0.8	3.3	-0.9	10.3%	326.8%[activator]	6.2%	-14.3%	-0.9%
CCNc1ccc(C(=O)OCC(=O)N(Cc2ccccc2)C(C)(C)C)cc1[N+](=O)[O-]	-2.7%	-4.2	0.1	-26.3	-5.8	-6.1%	-14.5%	11.6%	7.6%	-0.8%
CCOc1ccc(C2C(C(=O)c3ccc(C)o3)=C(O)C(=O)N2CCCN(CC)CC)cc1 (stereo not drawn)	0.2%	-1.8	0.2	20.6	2.8	-13.0%	8.8%	-0.2%	18.6%	-4.2%
CC(C)(C)c1ccc(C(=O)Nn2cnnc2)cc1	0.0%	-4.9	7.8	6.0	-2.7	-24.1%	-2.9%	5.5%	-3.7%	-1.2%
O=C(O)c1sc2cc(C(F)(F)F)cnc2c1-c1ccccc1	-1.0%	/	-0.6	-7.6	-10.6	0.0%	7.7%	-5.2%	12.4%	5.9%
Oc1ccccc1CN1CCCN(Cc2ccccc2O)C1	0.1%	0.3	3.3	-8.5	3.8	0.0%	0.3%	-3.4%	-7.1%	/
Cc1cccc(OCCCCCN2CCOCC2)c1C	-1.0%	8.3	-0.4	-1.8	-1.6	10.5%	1.8%	-5.8%	-10.5%	14.2%
CC1=C(C(=O)OCc2ccccc2)C(c2ccccc2OS(=O)(=O)c2ccc([N+](=O)[O-])cc2)NC(=O)N1CCCC(=O)O (stereo not drawn)	/	/	/	3.1	14.4	-19.2%	5.6%	/	/	/
COCCNc1cc(C)nc2cc(-c3ccc(C)cc3)nn12	-1.6%	?	-5.6	3.2	1.4	?	256.7%[activator]	5.9%	-0.1%	1.8%
CC(=O)N/C(=C/c1ccc(OS(=O)(=O)c2ccc(C)cc2)cc1)C(=O)Nc1ccc(C(=O)O)cc1	-1.1%	1.1	1.8	5.4	-0.5	-1.0%	-3.8%	-4.6%	5.8%	26.9%
Cc1ccc(CN2CCC(CNC(=O)Nc3ccccc3F)CC2)cc1	11.8%	5.1	4.5	-44.6	/	?	-0.4%	5.1%	-1.3%	1.4%
COc1ccccc1C(=O)N/C(=C\c1ccc(Br)cc1)C(=O)NCCC(=O)O	5.3%	-7.9	9.2	1.3	-8.6	-5.5%	-3.1%	-4.4%	-13.3%	9.4%

3 compounds out of the list above, ordered by the value under a7 integrin act, descending:
canonical_smiles	a7 integrin act
Oc1ccccc1CN1CCCN(Cc2ccccc2O)C1	0.0%
COc1ccccc1C(=O)N/C(=C\c1ccc(Br)cc1)C(=O)NCCC(=O)O	-5.5%
CCNc1ccc(C(=O)OCC(=O)N(Cc2ccccc2)C(C)(C)C)cc1[N+](=O)[O-]	-6.1%
